Compound activity deposited in PubChem by Sanford-Burnham Center for Chemical Genomics.
UBC13 inh = UBC13 polyubiquitin chain formation inhibitors, primary screen, biochemical, TR-FRET, uHTS; inhibition, % at 20 µM; hit rate 0.47% among 330,000; AID 485273, 2010; in the data active means inhibition above about 45%, passing the limit was not always enough
Target sequence (P61088 whole entry, looked up): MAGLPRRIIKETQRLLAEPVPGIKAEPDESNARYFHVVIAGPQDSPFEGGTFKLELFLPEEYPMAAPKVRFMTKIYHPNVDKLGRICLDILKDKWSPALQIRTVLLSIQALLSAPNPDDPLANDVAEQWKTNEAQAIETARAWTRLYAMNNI
SENP8 block = SENP8 protease inhibitors, primary screen, biochemical, luminescence | Sentrin-specific protease 8 (Homo sapiens), Q96LD8 | purified SENP8, Z-RLRGG-aminoluciferin cleavage | inhibition, % at 10 µM | hit rate 1.2% among 330,000 | AID 2540, 2010
Gli-Sufu block = Gli-Sufu pathway antagonists, primary screen, luciferase luminescence, Sufu-KO-LIGHT cells, uHTS; Sufu-KO-LIGHT fibroblasts, Gli luciferase reporter luminescence; inhibition, % at 5 µM; hit rate 0.74% among 340,000; AID 588413, 2011;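 active means inhibition above about 55%, limit read from the data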;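 further: 0% = DMSO-treated cells and 100% = wells with medium but no cells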
SENP7 inh = SENP7 protease inhibitors, primary screen, biochemical, luminescence, uHTS. hit rate 1.5% among 330,000. inhibition, % at 5 µM. AID 434973, 2010. recombinant SENP7, Z-RLRGG-aminoluciferin luminescence, 40 min. Sentrin-specific protease 7 (Homo sapiens), Q9BQF6;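 active means inhibition above about 50% at the single test dose, limit read from the data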;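 further: plate controls were DMSO with enzyme for no effect and no enzyme buffer wells for full effect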
697 NFkB inh = inhibitors of PMA/ionomycin-induced NF-kB reporter, 697 cells, primary screen, B-cell NF-kB inhibitor project, cell-based, luminescence, uHTS. 697 B-cell NF-kB luciferase reporter, 16 h. inhibition, % at 4 µM. hit rate 0.33% among 330,000. AID 435022, 2010; in the data active means inhibition above about 35%
Apaf-1 inh = inhibitors of human Apaf-1 apoptosome, primary screen, biochemical, DEVD-Rh110 fluorescence, uHTS | reconstituted apoptosome caspase-3 activity | Apoptotic protease-activating factor 1 (Homo sapiens), O14727 | AID 489030, 2010 | hit rate 0.71% among 330,000 | inhibition, % at 20 µM; active means inhibition of at least 40% at 20 µM;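 further: plate controls were DMSO wells for no effect and DEVD-CHO caspase inhibitor wells for full effect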
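Material: reconstituted apoptosome with Apaf-1, cytochrome c, caspase-9, procaspase-3, dATP / Buffer or medium: pH 7.5 Hepes buffer with CHAPS, BSA, DTT / Also added: cytochrome c with DEVD-Rh110 / Schedule: compound with Apaf-1, dATP, procaspase-3 30 min, then 50 min reaction, room temperature / Technique: rhodamine 110 fluorescence at Ex 480/Em 540 nm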
HKDC1 inhibitor = HKDC1 hexokinase inhibitors, primary screen, biochemical, fluorescence, uHTS; hit rate 0.16% among 340,000; AID 493160, 2011; recombinant HKDC1, G6PDH/diaphorase resazurin coupled fluorescence; inhibition, % at 20 µM; Q2TB90;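 active means inhibition above about 35% when tested at 20 µM, limit read from the data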;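 further: plate controls were DMSO wells with enzyme for no effect and DMSO wells lacking enzyme for full effect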
Target sequence (Q2TB90 whole entry, looked up): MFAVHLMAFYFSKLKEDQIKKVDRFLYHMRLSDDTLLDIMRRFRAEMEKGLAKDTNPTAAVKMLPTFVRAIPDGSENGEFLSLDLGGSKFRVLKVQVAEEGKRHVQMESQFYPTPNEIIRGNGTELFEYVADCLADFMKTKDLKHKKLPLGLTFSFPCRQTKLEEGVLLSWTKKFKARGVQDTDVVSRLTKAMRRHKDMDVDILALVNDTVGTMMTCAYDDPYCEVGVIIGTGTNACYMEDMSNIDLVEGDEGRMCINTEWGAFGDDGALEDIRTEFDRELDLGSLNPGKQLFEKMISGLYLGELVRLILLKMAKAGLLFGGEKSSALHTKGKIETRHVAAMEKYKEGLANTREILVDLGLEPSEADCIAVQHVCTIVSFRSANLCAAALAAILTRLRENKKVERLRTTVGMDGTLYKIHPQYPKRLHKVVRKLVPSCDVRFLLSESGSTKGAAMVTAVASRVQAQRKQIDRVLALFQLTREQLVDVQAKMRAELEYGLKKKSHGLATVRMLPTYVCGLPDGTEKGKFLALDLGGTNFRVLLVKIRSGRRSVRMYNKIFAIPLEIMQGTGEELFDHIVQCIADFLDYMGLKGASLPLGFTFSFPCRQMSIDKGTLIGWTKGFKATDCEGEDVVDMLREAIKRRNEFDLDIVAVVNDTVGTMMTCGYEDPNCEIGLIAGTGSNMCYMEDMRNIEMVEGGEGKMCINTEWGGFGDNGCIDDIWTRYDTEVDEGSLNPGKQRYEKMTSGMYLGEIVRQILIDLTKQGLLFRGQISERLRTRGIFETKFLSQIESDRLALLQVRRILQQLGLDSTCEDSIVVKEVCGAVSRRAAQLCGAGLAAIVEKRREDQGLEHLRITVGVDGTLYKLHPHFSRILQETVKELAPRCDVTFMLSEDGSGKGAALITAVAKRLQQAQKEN
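Test system: recombinant HKDC1 (HK5) hexokinase enzyme, produced in-house / Doses: 20 µM test compound, 1% DMSO / Timing: 90 min, room temperature / Detection: G6PDH/diaphorase-coupled fluorescence, 1 mM NADP, 100 µM resazurin, 525/613 nm / Control set: DMSO wells with and without enzyme mix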
Jurkat NFkB inh = inhibitors of induced NF-kB luciferase reporter, primary screen, TCR NF-kB activation inhibitor project, cell-based, luminescence, uHTS. inhibition, % at 4 µM. AID 435003, 2010. hit rate 0.53% among 330,000. Jurkat, PMA/ionomycin-induced NF-kB luciferase reporter
* marks the source's active call; other numbers are inactive results; x = not tested or not shown. Unless noted, no stated cut-off is given here; in the data, active means inhibition above about 50%; inactive means the rest.

SMILES	UBC13 inh	SENP8 block	Gli-Sufu block	SENP7 inh	697 NFkB inh	Apaf-1 inh	HKDC1 inhibitor	Jurkat NFkB inh
CCOc1ccc(NS(=O)(=O)c2ccc(C(=O)N3CCC3)cc2)cc1	1	-10	19	0	-24	13	-3	8
C=CCC(CC=C)(NC(=O)c1ccccc1C(=O)O)c1ccccc1	4	-4	45	0	-5	-17	1	18
CCOc1ncccc1C(=O)OCC(=O)Nc1ccc(C(C)C)cc1	2	4	-7	-4	18	9	-7	-7
CN(CCC#N)S(=O)(=O)c1cc2c3c(c1)CCN3C(=O)CC2	2	-7	-1	-10	-11	10	-2	-12
CSc1ccccc1C(=O)OCC(=O)NC1CCS(=O)(=O)C1 (stereo not given)	4	-3	6	0	22	-3	18	-8
CCC(=O)Nc1cccc(-c2nnc(SCC(=O)NCc3ccco3)n2C)c1	7	3	-18	2	18	-8	1	-1
CC(NC(=O)/C(=C\c1ccco1)NC(=O)c1ccco1)C(=O)O (stereo not given)	-8	6	-15	3	10	-1	-5	22
CCN(c1ccccc1)S(=O)(=O)c1cccc(C(=O)NCc2cccnc2)c1	0	-11	4	-8	-28	25	-4	-3
CCc1[nH]nc(C(=O)N/N=C/c2ccncc2)c1C	2	1	-43	-2	-27	-18	-1	-25
Cc1ccc(-n2c(=O)cc(N3CC(C)CC(C)C3)[nH]c2=O)cc1 (stereo not given)	-14	-11	1	-7	1	1	-9	5
O=C(c1ccc(C(F)(F)F)cc1)C1CCCN(C(=O)c2cnccn2)C1 (stereo not given)	-4	3	-2	1	1	-25	0	8
CCOc1ccc(C2CC(c3ccc(F)cc3)n3ncnc3N2)cc1 (stereo not given)	6	7	-29	-2	15	0	2	1
O=C(N[C@@H](Cc1ccccc1)C(=O)NCCc1c[nH]c2ccccc12)c1ccco1	4	-4	15	0	0	10	1	-8
CCN(CC(=O)Nc1c(F)cccc1F)C(=O)CCN1C(=O)C2CC=CCC2C1=O (stereo not given)	-9	-11	4	-3	-3	4	1	19
O=C(O)c1ccc(Sc2nnc(-c3cccc(Br)c3)o2)c([N+](=O)[O-])c1	-6	-4	3	3	2	0	-1	3
CN1C(=O)/C(=C/c2ccc(C(=O)Nc3ccc(O)cc3C(=O)O)cc2)SC1=S	-38	96*	-4	60*	-31	35	23	4
CCOc1cc(C(=O)OCC(=O)Nc2c(C)cccc2C)ccc1OCC(=O)N1CCOCC1	-4	0	1	4	-1	-5	14	14
COc1ccc(C)cc1NC(=O)C(OC(=O)c1ccc([N+](=O)[O-])o1)c1ccccc1 (stereo not given)	2	-6	-2	-6	-3	20	-8	-15
COc1ccc2cc(CCNC(=O)c3ccc(S(=O)(=O)N4CCOCC4)cc3)c(=O)[nH]c2c1	-7	-13	1	-12	-3	7	33	-11
CCN1CCCC1CNC(=O)c1[nH]c2ccc(OC)cc2c1C (stereo not given)	9	-4	11	-2	-15	8	-7	-29

Five records drawn at random from those above, as already listed:
SMILES	UBC13 inh	SENP8 block	Gli-Sufu block	SENP7 inh	697 NFkB inh	Apaf-1 inh	HKDC1 inhibitor	Jurkat NFkB inh
Cc1ccc(-n2c(=O)cc(N3CC(C)CC(C)C3)[nH]c2=O)cc1 (stereo not given)	-14	-11	1	-7	1	1	-9	5
O=C(N[C@@H](Cc1ccccc1)C(=O)NCCc1c[nH]c2ccccc12)c1ccco1	4	-4	15	0	0	10	1	-8
O=C(c1ccc(C(F)(F)F)cc1)C1CCCN(C(=O)c2cnccn2)C1 (stereo not given)	-4	3	-2	1	1	-25	0	8
CN(CCC#N)S(=O)(=O)c1cc2c3c(c1)CCN3C(=O)CC2	2	-7	-1	-10	-11	10	-2	-12
CCC(=O)Nc1cccc(-c2nnc(SCC(=O)NCc3ccco3)n2C)c1	7	3	-18	2	18	-8	1	-1

Next part:
SMILES	UBC13 inh	SENP8 block	Gli-Sufu block	SENP7 inh	697 NFkB inh	Apaf-1 inh	HKDC1 inhibitor	Jurkat NFkB inh
CCn1cc(C(=O)N2CCN(c3cccc(Cl)c3)CC2)c2cc(OC)c(OC)cc2c1=O	-16	-4	-16	-11	-12	6	-2	-11
CSC(=S)N/N=C(\C)c1ccccc1	23	10	72*	-2	-11	-17	-17	9
Cc1cc(SCC(=O)NC(=O)NCc2ccco2)nc2c(C)cccc12	10	3	12	5	-25	8	3	-10
CCOc1ccc(NC(=O)COC(=O)CCC(=O)c2cccs2)cc1	4	4	-5	-9	12	-3	-2	-9
CCOC(=O)C1CCCN(C(=O)c2cc(Cl)ccc2NC(=O)C2=C(C)OCCS2)C1 (stereo not given)	-13	-1	22	-5	-31	14	-4	-15
CCOc1ccc2ccccc2c1C(=O)N1CCOCC1	-1	-3	3	3	9	-27	-3	-3
COc1ccc2cc(C)c3nnc(SCC(=O)Nc4nc(-c5ccc(F)cc5)cs4)n3c2c1	3	5	-8	1	1	-6	-7	5
COc1ccccc1C(c1nnnn1CCc1ccccc1)N1CCCCCC1 (stereo not given)	-2	-8	21	0	14	13	2	-9
CCOC(=O)C(/C=N/c1cc(C)nn1-c1ccccc1)=C(\C)O	1	3	-3	-6	-10	4	3	-1
CC(=O)Cc1nsc(NC(=O)c2ccc(-c3cc(C(F)(F)F)ccc3Cl)o2)n1	-11	-8	0	-6	-27	5	-5	3
Cc1ccc(S(=O)(=O)Nc2ccc(S(=O)(=O)NCC3CCCO3)cc2)cc1 (stereo not given)	1	0	-13	-3	16	2	-2	-9
COC(=O)NC(C)N1C(=O)C2C3C=CC(C3)C2C1=O (stereo not given)	-4	-7	1	3	7	-6	-10	-2
Nc1nc(O)c(Sc2ccccc2[N+](=O)[O-])c(=O)[nH]1	-4	-5	18	-10	-2	1	-2	-20
Cc1cc(-c2ccccc2)c2ccc(NC(=O)C(C)(C)C)nc2n1	-3	5	-9	6	2	7	10	-25
O=C(O)CC(C(=O)O)N1C(=O)/C(=C/C=C/c2ccco2)SC1=S (stereo not given)	74*	-3	14	-12	9	85*	9	4
COc1ccc(Cc2noc(CN3CCCC(C(=O)c4cccs4)C3)n2)cc1OC (stereo not given)	6	2	5	4	-1	4	3	9
CCN(CC)C(=O)Cn1cc(/C=C(\C#N)C(=O)NC2CC2)c2ccccc21	-15	-5	5	-3	-25	-2	2	-2
COC(C(=O)N/N=C(\C)c1ccc(C(C)(C)C)cc1)c1ccccc1 (stereo not given)	-6	-13	-10	15	-21	8	0	-13
Cc1ccccc1C(O)c1ccncc1 (stereo not given)	4	4	3	-4	8	-17	-7	12
Cc1cc(C)nc(NC(=S)NC(=O)c2ccccc2)n1	4	21	-30	3	8	5	-3	-22
O=C(NCc1cccc(C(F)(F)F)c1)C1CC(c2ccccc2[N+](=O)[O-])=NO1 (stereo not given)	5	7	-7	-1	3	3	6	5
O=C(CNC(=O)c1ccc(Cl)cc1Cl)NCCCn1ccnc1	9	4	7	3	14	4	5	-5
O=C(CSc1nc2ccc(N3CCOCC3)cc2c(=O)n1CCc1ccccc1)NCC1CCCO1 (stereo not given)	14	-5	4	4	-2	-2	14	-25
Cc1cc(=O)[nH]c(SCC(=O)NC2CCCCCC2)n1	0	3	0	-1	26	-9	-5	13
O=C(c1ccc(Oc2ccccc2)cc1)c1nc2c(n1O)CCCC2	-21	-10	4	-10	-23	11	-11	-26
CC(=O)Nc1ccc2nc(NC(=O)c3cccnc3)sc2c1	-2	0	-27	9	-8	-7	-7	-1
CCOc1ccc(N2CC(C(=O)Nc3ccncc3)CC2=O)cc1 (stereo not given)	4	8	-7	5	5	5	0	14
CCCOc1ccc(-c2nnc(-c3cccs3)o2)cc1	14	41	-50	-3	-167	8	-5	-117
O=C(/C=C/c1ccc([N+](=O)[O-])cc1)N1CCN(S(=O)(=O)c2cccs2)CC1	-3	6	-6	0	2	-5	-8	10
COc1ccc(CC(=O)NCc2n[nH]c(=S)n2-c2ccccc2OC)cc1	-7	-4	5	-10	3	3	0	-12
Cc1cccc(N2C(=O)C3C4C=CC(CC4)C3C2=O)c1 (stereo not given)	-2	9	3	4	-13	-1	-8	1
C=CCNC(=O)C1CC(=O)N(c2ccc(OCC(=O)NCc3ccccc3)cc2)C1 (stereo not given)	0	-3	-6	18	0	-8	1	-20
COc1ccc(-c2c(C)oc3cc(O)cc(O)c3c2=O)cc1OC	9	-13	1	8	13	-2	0	3
Cc1ccc(-c2csc(/C(C#N)=C/Nc3ccccc3SC(F)(F)F)n2)cc1	-10	1	0	5	16	7	-13	0
O=C(NC1CCSC1=O)c1ccc(Oc2ccc(F)cc2)nc1 (stereo not given)	2	-2	0	-2	-24	0	-6	13
O=C(CSc1nnc(-c2ccncc2)n1Cc1ccco1)Nc1ccccc1Cl	-2	-5	-2	3	-4	10	4	-17
Cc1ccc(-n2c(=S)sc3c(=O)n(-c4ccccc4C)c(SCC(=O)O)nc32)cc1C	-8	2	-1	3	-14	2	-10	5
COc1ccc(Cl)cc1NC(=S)NCc1cccs1	7	-8	-1	-6	16	0	-7	7
CC(=O)Nc1cccc(C(=O)NC2CCCc3c2cnn3-c2ccc(C(C)(C)C)cc2)c1 (stereo not given)	3	-10	12	-6	-72	20	1	9
CCOC(=O)c1c(C)n(CC(COC(C)=O)OC(C)=O)c2ccc(OC(C)=O)cc12 (stereo not given)	-4	8	4	1	-10	-6	-8	-10

Full records as entered above. Order of values: UBC13 inh, SENP8 block, Gli-Sufu block, SENP7 inh, 697 NFkB inh, Apaf-1 inh, HKDC1 inhibitor, Jurkat NFkB inh
O=C(c1ccc(Oc2ccccc2)cc1)c1nc2c(n1O)CCCC2 in the list: -21, -10, 4, -10, -23, 11, -11, -26
CCCOc1ccc(-c2nnc(-c3cccs3)o2)cc1 in the list: 14, 41, -50, -3, -167, 8, -5, -117

New compounds follow.
SMILES	UBC13 inh	SENP8 block	Gli-Sufu block	SENP7 inh	697 NFkB inh	Apaf-1 inh	HKDC1 inhibitor	Jurkat NFkB inh
CC(C(=O)N1CCOCC1)N1C(=O)C2C3CC(C(Br)C3Br)C2C1=O (stereo not given)	5	-1	0	-5	-13	-14	16	9
CCOC(=O)C1=CN(Cc2cccc(F)c2)S(=O)(=O)N(CC)C1c1cccc(OC)c1 (stereo not given)	x	x	11	2	-6	22	2	x
COc1ccc(OCC(=O)NNC(=O)c2cccc(O)c2)cc1	6	2	-11	-3	18	-5	-7	-1
COc1ccc(NC(=O)C(C)NS(=O)(=O)c2ccc(NC(C)=O)cc2)cc1Cl (stereo not given)	4	5	0	2	15	1	-13	11
O=C(NCc1ccncc1)c1ccc(Br)cc1	-4	-1	1	-6	-1	1	-3	3
CC(C)Cc1nccs1	-6	-6	0	-13	-5	-3	-8	3
CN(C(=O)c1ccc(OC2CCN(C(=O)c3cccnc3)CC2)cc1)C1CCCCC1	-4	-2	-35	-12	-3	-17	-5	-14
CCc1cc(C(=O)OC)c(NC(=O)CSc2nccn2C)s1	-4	-7	1	7	-22	0	0	3
CCN(CC)CCCn1c(=S)[nH]c2cc(Cl)ccc2c1=O	18	-5	15	4	13	-13	-11	5
O=C(CN1C(=O)NC2(CCOc3ccccc32)C1=O)c1ccc(Cl)s1 (stereo not given)	-8	-14	7	-9	-10	7	-1	-6
Cc1ccccc1N1CC(C(=O)Nc2nnc(SCc3ccccn3)s2)CC1=O (stereo not given)	0	4	2	3	-2	15	-8	-9
